Source: PubChem BioAssay
MBNL1 CUG block: qHTS Assay for Inhibitors of MBNL1-poly(CUG) RNA binding; TR-FRET MBNL1-His/biotin-(CUG)12 binding, 665/545 ratio; 0.036% of 280,000 active; Muscleblind-like protein 1 (Homo sapiens), Q9NR56; Potency, µM (titrated, usually from 57.5 µM), inactives show top-dose activity change, negative = inhibition, usual class: inhibitors; active = well fitted inhibition curve with a large enough effect in the signal ratio, with a control signal flat, not every such curve was filed as active; inconclusive = small, poorly fitted or top-dose-only effect, or effect the other way, or a change in a side signal; inactive = no such curve, though single readings can be large or run the other way; the % refers to the signal ratio; note: potency is the fitted concentration of half-maximal effect; % is set by controls: 0 for no effect and ±100 for the full control effect
Target sequence (Q9NR56 whole entry, looked up): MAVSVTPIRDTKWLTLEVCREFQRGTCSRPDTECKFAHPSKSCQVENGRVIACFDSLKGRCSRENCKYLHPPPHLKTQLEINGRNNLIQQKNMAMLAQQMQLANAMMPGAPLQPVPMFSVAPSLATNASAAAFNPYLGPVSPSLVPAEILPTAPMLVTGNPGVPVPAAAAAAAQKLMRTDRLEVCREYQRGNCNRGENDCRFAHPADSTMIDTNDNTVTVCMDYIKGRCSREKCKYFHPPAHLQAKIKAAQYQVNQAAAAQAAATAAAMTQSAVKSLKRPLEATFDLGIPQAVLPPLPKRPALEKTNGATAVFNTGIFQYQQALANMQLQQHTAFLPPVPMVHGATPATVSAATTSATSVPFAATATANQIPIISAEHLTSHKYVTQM
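Compound titration spanned 92 nM–58 uM against the MBNL1-His/biotin-(CUG)12 complex. After 60 min at room temperature with 5 nM streptavidin-XL665 and 0.055 ng/ul terbium anti-His, ratiometric 665/545 nm emission (Ex 340 nm) normalized to controls.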
A-T KAP1 phos: qHTS Assay for Identifying a Potential Treatment of Ataxia-Telangiectasia; […] A-T fibroblasts, KAP-1 phosphorylation AlphaLISA; neocarzinostatin DNA damage 30 min before lysis; Potency, µM (highest dose often 57.5 µM), for inactives: at the highest dose activation, hits mostly activators; 0.19% of 320,000 active; note: potency is the fitted concentration of half-maximal effect; % of control where 0% means no effect; nearly all actives have a fitted effect of over 45% in size
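ATM-like activity read as KAP-1 phosphorylation via AlphaLISA donor/acceptor antibody pairs after lysis and 6 hr at 25C. Cells were ATM-null patient fibroblasts ([…], hTERT), dosed 60 min, then exposed to the DSB inducer NCS for 30 min.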
Menin-MLL TR inh: qHTS Assay for Inhibitors Targeting the Menin-MLL Interaction in MLL Related Leukemias: Competition With Texas Red Labeled MLL-derived Mutant Peptide | O00255 | Menin + Texas Red MLL mutant peptide, fluorescence polarization | Potency, µM (titrated, usually from 61.6 µM), for the others: at the highest dose FP activity change, negative = inhibition, actives largely listed as inhibitors | 0.23% of 270,000 active | AID 1768, 2009; active = well fitted inhibition curve with a large enough effect in the polarisation, with a control signal flat, not every such curve was filed as active; inconclusive = small, poorly fitted or top-dose-only effect, or effect the other way, or a change in a side signal; inactive = no such curve, though single readings can be large or run the other way; the % refers to the polarisation; note: potency is the fitted concentration of half-maximal effect; % of control where 0% means no effect; many of its hits are not listed in these tables
Target sequence (O00255 whole entry, looked up): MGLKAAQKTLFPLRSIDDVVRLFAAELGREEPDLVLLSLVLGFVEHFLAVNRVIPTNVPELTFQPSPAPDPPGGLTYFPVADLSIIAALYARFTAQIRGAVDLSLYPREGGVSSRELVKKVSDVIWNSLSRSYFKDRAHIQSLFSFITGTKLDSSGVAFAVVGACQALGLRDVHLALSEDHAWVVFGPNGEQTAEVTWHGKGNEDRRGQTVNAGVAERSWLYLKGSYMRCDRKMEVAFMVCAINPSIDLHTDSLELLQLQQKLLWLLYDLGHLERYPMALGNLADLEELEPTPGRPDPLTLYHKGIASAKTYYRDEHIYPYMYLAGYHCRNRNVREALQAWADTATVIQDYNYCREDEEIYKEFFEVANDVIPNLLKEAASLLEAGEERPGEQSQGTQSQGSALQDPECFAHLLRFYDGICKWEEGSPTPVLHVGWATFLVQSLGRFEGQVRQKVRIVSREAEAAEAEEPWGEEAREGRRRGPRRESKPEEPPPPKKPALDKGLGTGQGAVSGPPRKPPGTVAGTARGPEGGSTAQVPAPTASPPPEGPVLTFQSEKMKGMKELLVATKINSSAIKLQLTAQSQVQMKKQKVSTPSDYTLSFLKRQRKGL
Integrin act MD: qHTS for Activators of Integrin-Mediated Alleviation for Muscular Dystrophy. alpha7betagal myoblasts, beta-gal FDG fluorescence, 48 h. 0.064% of 350,000 active. Potency, µM (series often up to 38.3 µM), for the others: at the highest dose activation, most hits filed as activators;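 note: potency is the fitted concentration of half-maximal effect; 100% = response of the positive control SU9516; nearly all actives have a fitted effect of over 60% in size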
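alpha7betagal+/- myoblasts (passage 13, 250/well) treated 48 h at 37C with compounds at 1:260 dilution of DMSO stock. Lysed, then beta-galactosidase activity read as FDG fluorescence (ex 480/em 540) after 30 min, with pre-read for autofluorescence.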
CXXC DNA block: qHTS Fluorescence Polarization Assay for Inhibitors of MLL CXXC domain - DNA interaction; MLL-CXXC / FITC-HOXA9 DNA fluorescence polarization; 0.037% of 290,000 active; Potency, µM (highest dose often 115 µM), inactives show at the top dose activity change, negative = inhibition, hits mostly inhibitors; AID 2662, 2010; Histone-lysine N-methyltransferase 2A (Homo sapiens), Q03164; active = well fitted inhibition curve with a large enough effect in the polarisation, with a control signal flat, not every such curve was filed as active; inconclusive = small, poorly fitted or top-dose-only effect, or effect the other way, or a change in a side signal; inactive = no such curve, though single readings can be large or run the other way; the % refers to the polarisation; note: potency is the fitted concentration of half-maximal effect
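Steps: dispense CXXC domain solution (7 uM) → pin compounds or unlabeled HOX-A9 DNA control → 5 min ambient → add FLSN-HOX-A9 solution (50 nM) → spin → 30 min ambient → fluorescence polarization. Tris pH 7.5/NaCl/DTT/BSA buffer.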
Mito fusion act: qHTS Assay for Small Molecule Inhibitors of Mitochondrial Division or Activators of Mitochondrial Fusion | S. cerevisiae fusion-defective mutant growth rescue, CellTiterGlo 48 h | Potency, µM (highest dose often 46.1 µM), for the others: top-dose growth rescue (activation), most hits filed as activators | 0.23% of 320,000 active;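 note: potency is the fitted concentration of half-maximal effect; % of control where 0% means no effect; nearly all actives have a fitted effect of over 45% in size; temperature-sensitive fusion mutants such as fzo1-1 at 37 °C on non-fermentable ethanol glycerol medium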
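Compounds are tested for their ability to restore growth of mitochondrial fusion-defective yeast strains at non-permissive 37C in YPEG medium over 48 hours. Viability is quantified by luciferase luminescence.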
TSHR antag: Antagonists of the Thyroid Stimulating Hormone Receptor: HTS campaign | AID 504810, 2011 | 0.2% of 330,000 active | Thyrotropin receptor (Homo sapiens), P16473 | TSHR-expressing cells, TSH-stimulated cAMP HTRF, 2 h; hits give low values | activity change, negative = inhibition, % at 11.5 µM;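 active = activity change below a set negative limit, meaning inhibition stronger than a set level, cut at about -70% in these data; inconclusive = activity change between two set negative limits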; note: % is set by controls: 0 for no effect and ±100 for the full control effect
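Read-out is FRET at 665 nm (cryptate excitation 337 nm) from a cryptate-tagged anti-cAMP antibody, competed by cell cAMP against cAMP-d2. Compounds are tested on freshly harvested TSHR cells challenged with 4nM TSH (EC80) for 2 hours at 37 deg C.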
S-ASM inh: Inhibitors of Secretory Acid Sphingomyelinase (S-ASM): qHTS; Potency, µM (titrated, usually from 57.5 µM), for the others: top-dose activity change, negative = inhibition, most hits filed as inhibitors; placental ASM, HMU-PC fluorogenic substrate, 60 min; Sphingomyelin phosphodiesterase (Homo sapiens), P17405; 0.006% of 340,000 active; note: potency is the fitted concentration of half-maximal effect
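Steps: dispense placental human ASM, pin compound, wait 10 min at room temperature, add HMU-PC0 substrate at 9 uM final, incubate 60 min at 37 °C, add stop solution raising pH to 10, read fluorescence.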
TCR activator: Activators of T cell receptors: qHTS campaign. 330,000 tested, under 10 active. primary human leukocytes, anti-CD3, IL-2 HTRF, 48 h. AID 504894, 2011. Potency, µM (top dose mostly 9.22 µM), inactives show top-dose activation of IL-2 secretion, most hits filed as activators; note: % of control where 0% means no effect
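Using a-CD3 beads without co-stimulation, primary human leukocytes were exposed to compounds for 48 hr. An HTRF IL-2 kit measured the cytokine, with europium-to-d2 energy transfer producing emission at 665nm upon 320nm excitation.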
PTAP TSG101 blk: qHTS Assay for Iinhibitors of HIV-1 Budding by Blocking the Interaction of PTAP/TSG101; Fluorescence polarization, FITC-PTAP peptide / Tsg101 binding; Potency, µM (doses to about 115 µM), for inactives: at the highest dose activity change, negative = inhibition, usual class: inhibitors; 340,000 tested, under 10 active; AID 493005, 2010; active = well fitted inhibition curve with a large enough effect in the main read-out, with a control signal flat, not every such curve was filed as active; inconclusive = small, poorly fitted or top-dose-only effect, or effect the other way, or a change in a side signal; inactive = no such curve, though single readings can be large or run the other way; note: potency is the fitted concentration of half-maximal effect; % of control where 0% means no effect
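Steps: Tsg101 binding domain dispensed (10 uM final), compounds pinned in DMSO, FITC-labeled PTAP-motif peptide added (50 nM final); after 20 min binding at room temperature, polarization measured.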
The depositor's hits bear a star; ? = inconclusive; · = not tested or not shown; [ ] = dose if it differs, or a comment. Unless noted, calls come from the whole dose curve; as a rule, active = well fitted curve in the direction sought with a large enough effect; inconclusive = small, poorly fitted or top-dose-only effect, or another doubt; inactive = no such curve, though single readings can be large; an effect the other way counts as inactive or inconclusive. Not all compounds are listed (hit frequency here may not be typical).

structure,TSHR antag,PTAP TSG101 blk,Menin-MLL TR inh,TCR activator,MBNL1 CUG block,S-ASM inh,Integrin act MD,CXXC DNA block,Mito fusion act,A-T KAP1 phos
Oc1c(Cl)cc(Cl)cc1CNc1ccc(Br)cn1,-25,-4%,?,-3%,-1%,-21%,9%,6%,0%,15%
Cc1cccc(NC(=O)CN2C(=O)N/C(=C/c3ccc(-c4cccc(C(=O)O)c4C)o3)C2=O)c1,10,1%,?,5%,?,122%[activator],-7%,1%,9%,5%
CCOCc1c(C(=O)NCc2ccccc2CN2CCCC2)oc2ccccc12,6,4%,·,-1%,·,1%,-26%,·,7%,4%
O=C(Nc1ccccc1)C1CC(=O)N(c2ccc3c4c(cccc24)CC3)C1 (stereo not drawn),-6,-3%,-1%,0%,?,-1%,6%,3%,1%,6%
COc1ccc(-n2ccnc2SCC(=O)Nc2ccccc2)cc1,10,-7%,-2%,2%,-4%,3%,25%,-6%,-1%,1%
COc1ccc(F)cc1S(=O)(=O)N1CC(C)CC(C)C1 (stereo not drawn),-8,-5%,1%,-5%,-16%,0%,-18%,15%,-2%,-4%
Cn1c(NC(=O)C2c3ccccc3Oc3ccccc32)cc(=O)n(C)c1=O,0,-4%,?,-1%,3%,-1%,-8%,0%,7%,2%
Cc1cc(CN(C)C(=O)c2ccc(OC3CCN(Cc4ccccn4)CC3)cc2)on1,-7,-2%,·,-1%,-6%,7%,6%,3%,-11%,0%
Cc1nc(SCC(=O)N2CCNC2=O)c2ccccc2n1,-20,-7%,·,-1%,·,3%,-39%[inhibitor],·,·,2%
NC(=O)C(C1=CCCCC1)c1ccccc1 (stereo not drawn),·,-6%,·,-16%,·,-2%,1%,·,·,·
COc1ccc([N+](=O)[O-])cc1N(CC(=O)NCC1CCCO1)S(C)(=O)=O (stereo not drawn),1,-2%,-2%,6%[46.1 µM],6%,1%,16%,-6%,-5%,-9%
O=C1N/C(=N\N=C\c2ccccn2)SC1Cc1cccc(SC(F)F)c1 (stereo not drawn),-5,0%,21%,-3%,-15%,-2%,-16%,-7%,-4%,8%
CCS(=O)(=O)n1nc(-c2ccccc2)nc1NCc1ccco1,-5,0%,18%,-2%[46.1 µM],?,2%,0%[7.66 µM],8%,11%,-2%
Cc1cc(C)cc(NC(=O)CCCn2nc(C)c3c(C)n(-c4ccccc4)nc3c2=O)c1,-6,-1%,-8%,0%,-4%,-1%,?,-3%,-33%,1%
CC(C)(C)c1ccc(OCC(O)CN(CCO)CC(O)Cn2ccc3ccccc32)cc1 (stereo not drawn),-8,0%,10%,-9%[46.1 µM],?,-10%,-53%[inhibitor],12%,-6%,1%
Cc1cc(C)cc(NC(=S)NCCN(C2CCCCC2)C2CCCC2)c1,5,-1%,?,5%,-12%,-1%,-44%,5%,3%,1%
Cc1cccc(C)c1NC(=O)CN(C)C(=O)CN1C(=O)NC2(CCCC2)C1=O,6,-1%,·,-6%,·,4%,14%,·,1%,7%
O=C(COc1cccc(C(F)(F)F)c1)NNC(=O)c1ccc(=O)[nH]c1,5,-1%,·,3%,·,1%,21%,·,·,8%
CCOc1ccc(CC(=O)OCc2cc(=O)n3cc(Br)ccc3n2)cc1,1,-10%,2%,10%,35%[activator],-1%,0%,9%,-2%,-1%
CN=C(C)/C(C(=O)OC)=C(/O)c1c(F)cccc1F,-1,-3%,·,3%,·,-2%,10%,-5%,-2%,0%
Cc1nc(N2CCOCC2)nc(Oc2ccccc2)c1[N+](=O)[O-],-4,-3%,·,-10%,2%,-3%,5%,3%,23%,15%
CCOC(=O)C(C(=O)NCCCN1CCOCC1)C1CCCCC1 (stereo not drawn),4,-8%,-3%,6%[46.1 µM],-7%,4%,1%,1%,2%,5%
COc1ccc(NC(=O)COC(=O)/C=C/C(=O)OCC(=O)Nc2ccc(OC)c(Cl)c2)cc1Cl,-14,-1%,1%,-4%[46.1 µM],·,-2%,-17%,-9%,6%,7%
O=C(COC(=O)c1ccco1)NCc1cccs1,3,1%,6%,6%,-4%,0%,17%,-3%,1%,-2%
CC(C)N(C(=O)CN1CCN(C(=O)C2COc3ccccc3O2)CC1)C(C)C (stereo not drawn),5,0%,·,3%,·,7%,8%,·,-15%,5%
Cc1ccc(C2=CC(c3ccc(N(C)C)cc3)n3nnnc3N2)cc1 (stereo not drawn),-17,5%,-1%[11.7 µM],-2%,2%,114%[activator],16%,50%[activator],-1%,19%
Cc1ccccc1C(=O)Nc1nnc(-c2ccncc2)o1,-6,-1%,-1%,·,-5%,4%,4%,-21%,0%,-3%
CCc1nnc(NC(=O)C2CCN(c3nccc(C)n3)CC2)s1,-7,-11%,-14%,-2%,-4%,2%,7%,5%,-6%,3%
O=C1CCCCCN1C(=O)c1cccc(C(=O)N2CCCCCC2=O)c1,1,-3%,-11%,-1%,5%,0%,-4%,-1%,3%,4%
CC(C)N1CCN(c2ccc(OC[C@H]3CO[C@](Cn4cncn4)(c4ccc(Cl)cc4Cl)O3)cc2)CC1,7,-2%,·,-2%,·,-5%,·,·,4%,-13%
CCCCNC(=O)C1CC(c2cccc(F)c2)=NO1 (stereo not drawn),0,-2%,·,9%,-7%,2%,-8%,4%,24%,-13%
Nc1nnc(SCC(=O)NC2CCCC2)s1,10,-3%,10%,13%,-6%,5%,-14%,5%,6%,0%
CCc1nc2cccnc2n1-c1ccc(C(=O)O)cc1,-7,-19%,-13%,2%,-1%,9%,24%,-1%,0%,-5%
CCOC(=O)C(C)n1cnc2c(nnn2-c2ccc(F)cc2)c1=O (stereo not drawn),7,-2%,-7%,-1%,-3%,-1%,-5%,·,3%,-3%
O=C(NC1CCN(S(=O)(=O)c2ccc(F)cc2)CC1)c1cccnc1,·,-5%,·,1%,-4%,-2%[11.5 µM],-1%,1%,0%,21%
CCN1CCN(c2nc(Nc3cccc(C)c3)nc(N)c2[N+](=O)[O-])CC1,1,-2%,6%,0%[46.1 µM],-6%,-9%,7%,4%,-10%,-5%
Cc1ccc(NC2Sc3ccccc3NC2=O)cc1Cl (stereo not drawn),4,-2%,·,8%,·,-14%,-17%,5%,3%,-4%
CCCCSC1(SCCCC)N=C(N)C2(C#N)C(c3ccccc3)NC(C)=C(C)C12C#N (stereo not drawn),6,-7%,-2%,-22%,-1%,25%,-2%,-5%,-1%,-5%
O=C(N/N=C/c1ccc2c(c1)OCO2)/C(=C/c1ccc2c(c1)OCO2)NC(=O)c1ccccc1,-8,0%,3%,3%,?,21%,-10%,11%,3%,-3%
CCN(CC)c1ccc(C2Nc3cccc4cccc(c34)N2)cc1,11,-4%,?,-5%,14%,-5%,-36%,?,-4%,-2%
COc1ccc2c(c1)CC/C(=C/c1ccco1)C2=O,-23,-1%,-2%,2%[46.1 µM],14%,5%,-7%,0%,0%,2%
CN(CC(=O)NCc1ccncc1)S(=O)(=O)c1ccccc1,-1,-3%,·,1%,-3%,3%,-22%,1%,-3%,3%
O=C(NCCN1CCOCC1)c1ccccc1-c1ccccc1,2,-4%,-3%,4%,-4%,0%,3%,-3%,0%,-5%
COc1ccccc1-c1ccc(C(=O)O)o1,-7,-2%,-8%,1%,-5%,6%,-11%,3%,1%,7%
c1ccc2nc(-c3ccc(N4CCOCC4)cc3)ccc2c1,-1,-2%,3%,-8%,3%,211%[activator],3%,22%,-8%,11%
